Source: PubChem BioAssay (Broad Institute)
LGR2 inh: inhibitors of bursicon-induced LGR2 CRE-luciferase signal, primary screen, cell-based, HEK293, CRE-luciferase reporter, bursicon stimulation. Drosophila bursicon receptor LGR2 (rickets). bursicon-stimulated, 4 h. inhibition, % at 9.99 µM. 380,000 tested, 0.35% active. AID 720647, 2013;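 active = drop in luminescence signal, shown as inhibition above about 50% in the replicate tests, limit read from the data, passing the limit was not always enough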;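 note: agonist challenge used bursicon conditioned medium at about half maximal strength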
S100A4 inh HTS: inhibitors of S100A4-myosin IIA peptide binding, primary screen, biochemical, fluorescence polarization, TAMRA-MyoIIA peptide | Protein S100-A4 (Homo sapiens), P26447 | 360,000 tested, 0.14% active | inhibition, % at 10.7 µM;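 active = mean inhibition of at least 70% across replicates, with every replicate also reaching that level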
Target sequence (P26447 whole entry, looked up): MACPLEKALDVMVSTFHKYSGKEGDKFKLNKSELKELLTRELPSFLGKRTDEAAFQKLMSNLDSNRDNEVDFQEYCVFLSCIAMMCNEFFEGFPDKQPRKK
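Material: S100A4 monomer protein / Buffer or medium: 50 mM HEPES pH 7.2, 10 mM CaCl2, 100 mM KCl / Times: 5 min incubation before reading / Benchmarks: neutral control DMSO, positive control TFP / Reagent: labelled myosin peptide probe, 5 nM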
FN deposition inh: inhibitors of fibronectin matrix deposition, primary screen, AH1F cells, Alexa488-fibronectin fluorescence, plate reader | AH1F fibroblasts, overnight | inhibition, % at 12.6 µM | 350,000 tested, 0.086% active;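 active = mean inhibition across replicates of 30% or more, regardless of how many single replicates reach that level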;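 note: positive control wells lacked labelled fibronectin entirely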
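material = AH1F fibroblast monolayer depositing Alexa488-labelled fibronectin into matrix | amount = 10000 AH1F cells/well | buffer or medium = DMEM plus 2% serum, read in PBS | incubation = 1 h cell adhesion before compound, then overnight fibronectin incubation | detection = fluorescence at 485 nm excitation, 525 nm emission | evaluation = percent inhibition as loss of matrix-bound fibronectin fluorescence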
ERAP1 inh: human ERAP1 aminopeptidase inhibitors, primary screen, biochemical, single point, plate reader. recombinant ERAP1, Leu-AMC fluorescence, 60 min. AID 652197, 2013. inhibition, % at 10.7 µM. Endoplasmic reticulum aminopeptidase 1 (Homo sapiens), Q9NZ08. 340,000 tested, 0.15% active;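 active = mean replicate inhibition of at least 30%, or all replicates individually reaching that 30% level; inactive = mean below 30% and not every replicate reaching it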;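 note: 0% = neutral control wells and 100% = L-leucinethiol positive control wells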
Target sequence (Q9NZ08 whole entry, looked up): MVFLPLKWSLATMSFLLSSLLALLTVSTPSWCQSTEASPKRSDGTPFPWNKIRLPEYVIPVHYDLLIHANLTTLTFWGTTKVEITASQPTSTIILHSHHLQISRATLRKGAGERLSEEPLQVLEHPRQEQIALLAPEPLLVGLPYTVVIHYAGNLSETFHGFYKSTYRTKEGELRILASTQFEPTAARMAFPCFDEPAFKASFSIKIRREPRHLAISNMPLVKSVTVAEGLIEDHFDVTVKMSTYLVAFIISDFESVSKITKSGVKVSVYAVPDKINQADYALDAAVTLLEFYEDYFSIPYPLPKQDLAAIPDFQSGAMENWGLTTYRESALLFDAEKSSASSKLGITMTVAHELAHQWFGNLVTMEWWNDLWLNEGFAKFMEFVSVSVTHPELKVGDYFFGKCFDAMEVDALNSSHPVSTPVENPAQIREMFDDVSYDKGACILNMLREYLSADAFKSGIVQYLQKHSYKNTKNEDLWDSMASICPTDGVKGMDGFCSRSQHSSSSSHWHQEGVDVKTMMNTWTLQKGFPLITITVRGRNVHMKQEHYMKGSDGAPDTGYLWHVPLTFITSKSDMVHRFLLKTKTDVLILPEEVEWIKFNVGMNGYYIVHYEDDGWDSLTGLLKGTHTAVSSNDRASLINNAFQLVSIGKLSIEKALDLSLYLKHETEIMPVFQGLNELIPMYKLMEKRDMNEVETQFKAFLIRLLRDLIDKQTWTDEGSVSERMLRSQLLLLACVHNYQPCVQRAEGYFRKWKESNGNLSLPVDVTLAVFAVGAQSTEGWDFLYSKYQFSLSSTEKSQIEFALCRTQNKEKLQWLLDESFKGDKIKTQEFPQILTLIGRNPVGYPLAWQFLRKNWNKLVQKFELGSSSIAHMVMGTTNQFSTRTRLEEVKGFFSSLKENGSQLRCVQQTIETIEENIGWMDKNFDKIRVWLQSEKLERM
PAX8 inh HTS: inhibitors of PAX8-driven TPO luciferase reporter, primary screen, RMG-I cells, single concentration | AID 652154, 2013 | SteadyGlo, 24 h | 360,000 tested, 1.2% active | inhibition, % at 12.6 µM;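 active = mean replicate inhibition at least 60% with every replicate also reaching 60%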;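 note: luciferase light reporting Pax8 driven TPO promoter activity; plate controls were median of neutral control wells for no effect and mitoxantrone controls for full effect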
PglD DTNB: C. jejuni PglD acetyltransferase inhibitors, primary screen, biochemical, DTNB colorimetric, single point; UDP-N-acetylbacillosamine N-acetyltransferase PglD (Campylobacter jejuni); purified PglD enzyme, DTNB colorimetric CoA detection; inhibition, % at 12.5 µM; 360,000 tested, 0.098% active; AID 602405, 2012; in the data active = inhibition above about 16%, passing the limit was not always enough; note: strong numbers were not always called active
EWS-Fli inh: EWS/Fli-driven NR0B1 reporter inhibitors, primary screen, A673 cells, NR0B1 luciferase, luminescence, MLPCN library | viability-normalised | inhibition, % at 12.6 µM | 350,000 tested, 0.67% active;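 active = mean inhibition of at least 50% after viability correction, with every replicate also passing that limit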;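 note: firefly luciferase signal divided by Alamar Blue viability fluorescence both relative to DMSO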
PGC1a acetyl inh: inhibitors of PGC1a acetylation signal, primary screen, cell-based, U2OS, AlphaScreen, inhibitor mode; AID 651687, 2012; 350,000 tested, 0.17% active; AlphaScreen anti-acetyl-lysine; with virally co-expressed GCN5 acetyltransferase; inhibition, % at 15.6 µM;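 active = every replicate shows inhibition of at least 40%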;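 note: 0% = neutral control wells and 100% = positive control wells; some results beyond the cut were filed as inactive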
Active calls of the source: *; · = no result given.

cpd | smiles | LGR2 inh | S100A4 inh HTS | FN deposition inh | ERAP1 inh
1 | C[C@@H]1CN([C@@H](C)CO)C(=O)c2cc(NC(=O)C3CCCCC3)ccc2O[C@@H](C)CCCCO[C@@H]1CN(C)C(=O)Nc1ccc(C(F)(F)F)cc1 | 7 | -10 | · | 2
2 | O=C(C[C@H]1CC[C@@H]2[C@H](COC[C@@H](O)CN2Cc2ccccc2F)O1)NCc1ccccc1F | 7 | -3 | -5 | -1
3 | Cc1sc2ncnc(N3CCC(C(=O)N4CC(C)SC4=Nc4ccc(Cl)cc4)CC3)c2c1C (centres undefined) | 6 | -1 | 4 | 0
4 | Cc1cccc(C(=O)OCC(=O)NCCCc2ccccc2)c1 | -8 | 0 | -25 | -1
5 | CCCC#Cc1ccc([C@@H]2[C@@H](CO)N3C(=O)CN(S(=O)(=O)c4ccccc4C)C[C@H]23)cc1 | -11 | -2 | 12 | -1
6 | OC(COc1ccccc1)CN1CCN(c2cccc(Cl)c2)CC1 (centres undefined) | -2 | -4 | -6 | 0
7 | CC(=O)OCC1(C)CN(c2ccccc2)N(C(=O)c2ccc(C(C)(C)C)cc2)C1=O (centres undefined) | -13 | -2 | 2 | -2
8 | Cc1cc(C)cc(NC(=O)CCNC(=O)c2ccc([N+](=O)[O-])cc2)c1 | -4 | 2 | -9 | -2

cpd | PAX8 inh HTS | PglD DTNB | EWS-Fli inh | PGC1a acetyl inh
1 | -7 | -2 | 11 | 3
2 | 0 | -4 | 5 | 12
3 | -7 | 2 | -11 | 5
4 | 3 | · | -2 | 9
5 | · | · | -3 | 4
6 | 10 | 2 | -11 | 5
7 | -15 | · | -1 | ·
8 | 8 | 2 | 2 | -4

Additional entries.
cpd | smiles | LGR2 inh | S100A4 inh HTS | FN deposition inh | ERAP1 inh
9 | CC(=O)N(C)C[C@H]1Oc2cc(C#CC3(O)CCCC3)ccc2S(=O)(=O)N([C@@H](C)CO)C[C@H]1C | -11 | -31 | 5 | -3
10 | COc1ccc(CCNC(=O)C2CCN(S(=O)(=O)c3ccc(SC)cc3)CC2)cc1 | -4 | -3 | 1 | 0
11 | CCOC(=O)c1c([N+](=O)[O-])c(C)[nH]c(=O)c1C#N | 4 | -5 | 19 | -1
12 | CNC(=O)N1c2ccccc2NC(=O)CC1C (centres undefined) | 10 | 0 | · | 1
13 | O=C(Cn1c(=O)oc2ccccc21)N1CCN(S(=O)(=O)c2ccccc2)CC1 | -13 | -3 | 6 | -2
14 | Cc1cccc(NC(=O)CCN2C(=O)c3cccc([N+](=O)[O-])c3C2=O)c1 | -3 | -1 | -2 | 0
15 | OCCC1CN(C2CCSCC2)CCN1C1CCCC1 (centres undefined) | · | -3 | -5 | 2
16 | O=C(NC1CCCCC1)N1CCN(Cc2ccco2)CC1 | 8 | 11 | 17 | -5

cpd | PAX8 inh HTS | PglD DTNB | EWS-Fli inh | PGC1a acetyl inh
9 | · | -1 | 2 | 9
10 | 29 | -4 | 18 | ·
11 | 12 | · | -2 | ·
12 | -3 | · | 10 | ·
13 | 11 | 0 | 1 | -5
14 | -38 | -2 | 7 | 0
15 | 5 | · | 3 | 1
16 | -3 | · | -20 | ·

Continuation.
cpd | smiles | LGR2 inh | S100A4 inh HTS | FN deposition inh | ERAP1 inh
17 | O=C(CCSc1nnc(-c2ccncc2)o1)Nc1cccc(Cl)c1 | -20 | -6 | 0 | -1
18 | COc1ccc(OCC(=O)Nc2ccc3c(c2)nc(CCN2CCCC2)n3C)cc1 | -1 | -4 | 3 | -2
19 | CC(=O)c1c(C)cc(C)c(CSc2ccccn2)c1C | 3 | 3 | -2 | 4
20 | COc1ccc(CCN(C)C2CCCN(C(=O)Cn3cnnn3)C2)cc1OC (centres undefined) | -7 | 1 | -3 | 3
21 | O=C(Nc1ccc(F)cc1)C1CCCO1 (centres undefined) | -3 | 0 | -4 | 4
22 | CC1CCN(c2ccc([N+](=O)[O-])c(SCCO)c2)CC1 | · | -9 | 5 | ·
23 | CCOC(=O)CSc1ncccn1 | 3 | -4 | -8 | 0
24 | CC(C)CC1NC(=O)c2ccccc2-n2c1nc1cc(F)ccc1c2=O (centres undefined) | 4 | -8 | 6 | 3

cpd | PAX8 inh HTS | PglD DTNB | EWS-Fli inh | PGC1a acetyl inh
17 | -5 | · | -8 | -6
18 | 29 | 2 | -6 | 9
19 | 3 | -3 | -26 | 3
20 | -23 | 3 | 1 | 0
21 | -10 | · | 8 | ·
22 | -3 | -7 | 32 | -8
23 | 19 | · | -2 | ·
24 | 6 | · | -2 | ·

(next part)
cpd | smiles | LGR2 inh | S100A4 inh HTS | FN deposition inh | ERAP1 inh
25 | Cc1ccc(S(=O)(=O)N2CCC(C(=O)NCCCN3CCCC3=O)CC2)cc1C | -3 | -2 | · | -6
26 | O=C(COC(=O)C1CCN(S(=O)(=O)c2ccccc2C(F)(F)F)CC1)NCc1ccc(F)cc1 | 0 | -10 | 4 | -2
27 | C[C@H](CO)N1C[C@H](C)[C@H](CN(C)C(=O)C2CCCCC2)OCCCC[C@H](C)Oc2ccc(NS(=O)(=O)c3ccccc3)cc2C1=O | 9 | 14 | -2 | -2
28 | CCCn1c2ccc(C)cc2c2nnc(SCCN3CCOCC3)nc21 | -17 | 0 | 18 | 2
29 | C[C@H](O)C#Cc1ccc([C@H]2[C@@H](CO)N3CCCCN(C(=O)Nc4ccccc4)C[C@H]23)cc1 | -17 | 43 | · | 0
30 | Cc1c(C(=O)Nc2ccc(S(=O)(=O)Nc3ncccn3)cc2)oc2ccc(F)cc12 | -4 | 2 | 2 | -4
31 | Cc1ccc(S(=O)(=O)Nc2ccc3c(c2)CC(=O)N([C@H](C)CO)C[C@H](C)[C@H](CN(C)C(=O)Nc2ccccc2)O3)cc1 | 7 | -1 | · | 8
32 | O=C(C(=O)N1CCN(C(=O)OCc2ccccc2)CC1)c1cccnc1 | 3 | -2 | -8 | ·

cpd | PAX8 inh HTS | PglD DTNB | EWS-Fli inh | PGC1a acetyl inh
25 | 5 | 4 | · | -6
26 | 38 | 6 | -8 | ·
27 | 22 | -3 | -1 | -1
28 | -1 | 13 | -3 | 9
29 | 7 | 2 | -4 | -3
30 | -24 | -4 | · | ·
31 | 11 | 0 | -2 | 1
32 | -2 | · | -3 | ·

(next part)
cpd | smiles | LGR2 inh | S100A4 inh HTS | FN deposition inh | ERAP1 inh
33 | NS(=O)(=O)c1ccc(NC(=O)COC(=O)CC2Sc3ccccc3NC2=O)cc1 (centres undefined) | -28 | 14 | -5 | -3
34 | Cc1noc(C)c1S(=O)(=O)Nc1ccc2c(c1)CC(=O)N([C@H](C)CO)C[C@@H](C)[C@H](CN(C)S(=O)(=O)c1cn(C)cn1)O2 | -35 | -5 | · | -2
35 | O=S1(=O)c2ccc(Br)cc2OC2CCCN1C2 (centres undefined) | -15 | -2 | -2 | -1
36 | CCOc1c(CNCCCSc2nc(C)cc(C)n2)cccc1OC | -8 | -6 | -7 | -1
37 | O=C(N/N=C(\c1ccccc1)c1cccnc1)c1ccc(O)cc1 | 4 | 0 | 13 | -1
38 | Cc1ccc(C2CC(c3cccs3)=NN2C(=O)CSc2nc(=O)n3ccc(C)cc3n2)cc1 (centres undefined) | 2 | -8 | 6 | -1
39 | COC(=O)c1ccc(/C=C2/SC(=S)N(CCC(=O)N3CCOCC3)C2=O)cc1 | 9 | -7 | 5 | 4
40 | CC(=O)NC1=C(C#N)C(c2ccccc2)c2c(ccc3ccccc23)O1 (centres undefined) | · | · | 13 | ·

cpd | PAX8 inh HTS | PglD DTNB | EWS-Fli inh | PGC1a acetyl inh
33 | 9 | -2 | -21 | 3
34 | -29 | -6 | 3 | 1
35 | 8 | · | 5 | ·
36 | 4 | -7 | 1 | ·
37 | -11 | -5 | 0 | ·
38 | 19 | -2 | 4 | -2
39 | 4 | -3 | -3 | -1
40 | 5 | -3 | · | -2

Later entries:
cpd | smiles | LGR2 inh | S100A4 inh HTS | FN deposition inh | ERAP1 inh
41 | O=C(N[C@H]1CC[C@@H](CCn2cc(C3(O)CCCC3)nn2)O[C@@H]1CO)C1CCCC1 | -15 | -2 | 8 | 0
42 | CCOC(=O)c1c(C)n(CC(O)CN(C)C)c2cc(Br)c(OC)cc12 (centres undefined) | 1 | -10 | -14 | -2
43 | Cc1ccc(O)c(NC(=O)c2cc(-c3ccccc3Cl)on2)c1 | -43 | 2 | 6 | 1
44 | Cc1nn(-c2ccccc2)c(C)c1NC(=O)COC(=O)[C@@H](NC(=O)c1ccccc1)C(C)C | 2 | -5 | 0 | 3
45 | COc1cccc(C#Cc2ccc3c(c2)[C@H]2[C@H](CCN2C(=O)CC2CC2)[C@@H](CO)N3)c1 | -6 | -17 | -8 | -2
46 | O=C(COC(=O)/C=C/c1cccc(Cl)c1)NC1CCCC1 | 15 | -3 | -11 | 2
47 | O=C(CNC(=O)Cc1cccc2ccccc12)NCc1ccc(F)cc1 | 2 | -8 | 0 | -4
48 | NCC(=O)N1CCC(C(=O)N[C@@H](Cc2c[nH]c3ccccc23)C(=O)O)CC1 | 17 | 1 | -2 | -4

cpd | PAX8 inh HTS | PglD DTNB | EWS-Fli inh | PGC1a acetyl inh
41 | 21 | 3 | -1 | 5
42 | -9 | · | 2 | ·
43 | -144 | 6 | -116 | -1
44 | -12 | 8 | -1 | ·
45 | · | · | -4 | ·
46 | -4 | 0 | -5 | 2
47 | 11 | -3 | 11 | ·
48 | 15 | 6 | 5 | -7

The list continues:
cpd | smiles | LGR2 inh | S100A4 inh HTS | FN deposition inh | ERAP1 inh
49 | Cc1ccn2c(=O)c(NC(=O)COc3ccccc3)c(C)nc2c1 | 0 | 2 | 3 | 8
50 | O=C(C[C@H]1C[C@@H]2c3cc(NS(=O)(=O)c4ccc(F)cc4)ccc3O[C@@H]2[C@@H](CO)O1)NCc1cccnc1 | 3 | 8 | · | 0
51 | COc1ccccc1NC(=O)N[C@H]1CC[C@H](CC(=O)N2CCC(Cc3ccccc3)CC2)O[C@H]1CO | -9 | 21 | 13 | -3
52 | COc1ccccc1NC(=O)COC(=O)C1C2CC3OC(=O)C1C3C2 (centres undefined) | 19 | -4 | -3 | -2
53 | COc1ccc(/C=N/NC(=O)c2ccc(N(C)S(=O)(=O)c3ccccc3)cc2)cc1 | 17 | · | 5 | ·
54 | O=C(CNC(=O)c1sc2ccccc2c1Cl)NC1CC1 | -19 | 4 | 6 | 6
55 | C[C@@H]1CN([C@H](C)CO)C(=O)c2cccc(NC(=O)Nc3cccc4ccccc34)c2O[C@@H]1CN(C)Cc1ccc(Oc2ccccc2)cc1 | 9 | 6 | · | 1

cpd | PAX8 inh HTS | PglD DTNB | EWS-Fli inh | PGC1a acetyl inh
49 | 3 | 1 | -5 | ·
50 | -2 | -3 | -5 | 8
51 | 38 | 0 | -1 | -1
52 | -16 | -3 | -7 | 0
53 | 3 | · | · | 5
54 | -78 | -5 | -51 | -3
55 | · | 1 | 11 | 15
